# Compound activity as filed in PubChem.
# BaF3 parental – parental Ba/F3 viability inhibition as JAK2V617F counter-screen. CellTiter-Glo ATP luminescence. inhibition, % at 5.6 µM. 220,000 compounds, 1.1% hits. AID 1486;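 active means inhibition above a per-campaign cutoff, the mean inhibition of all tested compounds plus 3 SD, cut at about 27% in these data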;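 further: 0% = DMSO wells and 100% = JAK Inhibitor I control wells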
# S1P4 agonist – human S1P4 receptor agonism. 220,000 compounds, 0.35% hits. S1P4-expressing cell line, agonist reporter assay. O95977. activation, % at 4.98 µM; in the data active means activation above about 11%;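 further: 0% = DMSO vehicle and 100% = reference agonist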
# NPY-Y1 PAM-ag – human NPY-Y1 potentiation or agonism, primary screen; NPY-Y1 expressing cells, potentiator/agonist activation; P25929; activation, % at 3.6 µM; 220,000 compounds, 0.37% hits; in the data active means activation above about 33%, passing the limit was not always enough;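 further: cells stimulated with NPY at EC10 then isoproterenol at EC100; 0% = low agonist plus stimulus and 100% = saturating agonist plus stimulus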
# Target sequence (P25929 whole entry, looked up): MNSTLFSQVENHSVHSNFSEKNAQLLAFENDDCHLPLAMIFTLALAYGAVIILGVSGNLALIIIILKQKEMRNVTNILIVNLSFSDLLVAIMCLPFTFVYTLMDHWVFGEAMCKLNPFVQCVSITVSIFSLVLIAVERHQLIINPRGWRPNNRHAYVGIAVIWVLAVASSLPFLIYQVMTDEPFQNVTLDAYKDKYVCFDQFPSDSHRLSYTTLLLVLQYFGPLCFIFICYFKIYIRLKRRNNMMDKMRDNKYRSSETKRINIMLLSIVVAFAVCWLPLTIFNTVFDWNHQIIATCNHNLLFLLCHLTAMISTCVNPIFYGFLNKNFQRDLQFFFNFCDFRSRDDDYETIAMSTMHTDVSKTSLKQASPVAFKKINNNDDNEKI
# Ba/F3 V617F tox – reduce viability of Ba/F3 cells dependent on JAK2V617F; Ba/F3 EpoR-JAK2V617F viability, ATP luminescence; inhibition, % at 5.6 µM; 220,000 compounds, 1.1% hits; AID 1446;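 active means inhibition above the campaign mean plus 3 SD over all tested compounds, cut at about 24% in these data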;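 further: cytokine-independent growth of Ba/F3 cells driven by EpoR plus mutant JAK2; 0% = DMSO-treated cells and 100% = JAK inhibitor I control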
# RBBP9 inhibitor – inhibitors of human serine hydrolase RBBP9; O75884; recombinant RBBP9, FP-Rh probe fluorescence polarization; inhibition, % at 7.94 µM; 220,000 compounds, 0.2% hits; AID 1515;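 active means inhibition above the campaign mean of all tested compounds plus 3 SD, cut at about 14% in these data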;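 further: plate controls were DMSO wells with RBBP9 for no effect and wells lacking RBBP9 protein for full effect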
#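 Measured by: FP readout at 525/598 nm; material: recombinant human RBBP9; also added: Serine-hydrolase probe FP-Rh, 375 nM pre-mixing; medium: Tris buffer pH 8.0, NaCl, Pluronic; replication: one well per compound; doses: one concentration, 7.94 µM nominal, 0.794% DMSO; timing: preincubation 30 min plus labeling 45 min at 25 °C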
# NPY Y1 blocker – blocks the human neuropeptide Y Y1 receptor; inhibition, % at 3.6 µM; 200,000 compounds, 1% hits; HEK293-CNG Y1 cells, membrane potential fluorescence; NPY at EC95, then isoproterenol;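 active means inhibition above the campaign mean inhibition of all tested compounds plus 3 SD, cut at about 20% in these data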;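 further: 0% = DMSO wells given NPY plus isoproterenol and 100% = isoproterenol alone without NPY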
#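 Assay system: HEK293 Y1/CNG channel cell line; Doses: single compound dose of 3.6 µM, 0.4% DMSO; Timing: dye 3 h, compound 60 min room temperature, stimulation 45 min; Technique: Membrane-potential fluorescent dye readout; Measure: % inhibition of NPY effect.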
# NPY2 pot ag – potentiates or activates human NPY-Y2 receptor; cells expressing NPY-Y2, potentiator/agonist read-out; activation, % at 3.6 µM; 220,000 compounds, 0.45% hits; in the data active means activation above about 27%;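 further: cells stimulated with NPY near EC25 plus isoproterenol at EC100; 0% = vehicle plus submaximal agonist and 100% = vehicle plus saturating agonist; some results beyond the cut were filed as inactive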
# S1P4 antag – human S1P4 receptor antagonism. AID 1510. O95977. S1P4-expressing cells, antagonist mode, reporter read-out. 220,000 compounds, 0.26% hits. inhibition, % at 4.98 µM; in the data active means inhibition above about 29%;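 further: 0% = wells stimulated with agonist and 100% = vehicle wells without agonist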
# Runt-CBFb FRET – blocks binding of human RUNX1 Runt domain to CBFb; Q01196+Q13951; inhibition, % at 20 µM; 220,000 compounds, 0.46% hits; Cerulean-Runt/Venus-CBFb FRET ratio 530/480, 1 h; AID 1496;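 active means inhibition over about 50% at 20 µM in the single-dose screen, limit read from the data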;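 further: 0% = DMSO wells and 100% = excess unlabeled CBFb competitor control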
# Target sequence (Q01196 whole entry, looked up, the tested form may be a part): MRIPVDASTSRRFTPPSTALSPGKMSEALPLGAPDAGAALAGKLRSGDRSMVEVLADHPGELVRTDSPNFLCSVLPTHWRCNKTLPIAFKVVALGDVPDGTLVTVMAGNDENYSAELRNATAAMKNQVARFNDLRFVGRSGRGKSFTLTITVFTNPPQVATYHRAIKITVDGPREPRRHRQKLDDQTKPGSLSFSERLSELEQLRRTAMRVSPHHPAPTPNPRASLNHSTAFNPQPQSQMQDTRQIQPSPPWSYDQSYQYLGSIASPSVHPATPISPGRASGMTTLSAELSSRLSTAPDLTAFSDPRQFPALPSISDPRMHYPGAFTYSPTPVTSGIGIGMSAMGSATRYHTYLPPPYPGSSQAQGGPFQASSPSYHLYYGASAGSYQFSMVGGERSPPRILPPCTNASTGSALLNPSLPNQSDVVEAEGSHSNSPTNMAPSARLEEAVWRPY
# Target sequence (Q13951 whole entry, looked up, the tested form may be a part): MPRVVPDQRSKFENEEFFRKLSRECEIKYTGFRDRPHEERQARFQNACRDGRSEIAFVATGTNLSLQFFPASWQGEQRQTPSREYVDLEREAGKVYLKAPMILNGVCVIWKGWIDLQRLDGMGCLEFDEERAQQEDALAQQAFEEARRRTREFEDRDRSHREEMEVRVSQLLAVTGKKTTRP
#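 System: Cerulean-labeled Runt domain protein | Quantity: 100 nM of each labeled protein | Schedule: 1 h compound exposure, room temperature | Detection: Fluorescence energy transfer, 422 nm excitation, 530/480 nm emission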
# * = called active by the depositor; / = no result given.
SMILES,BaF3 parental,S1P4 agonist,NPY-Y1 PAM-ag,Ba/F3 V617F tox,RBBP9 inhibitor,NPY Y1 blocker,NPY2 pot ag,S1P4 antag,Runt-CBFb FRET
Cc1cccc(Cc2nnc(CCC(=O)NCc3ccncc3C)o2)c1,0.8,-0.8,-15.8,7.5,-6.7,12.0,-14.1,-8.3,0.7
Cc1cc(=O)oc2cc(OCC(=O)Nc3cccc(S(=O)(=O)N(C)C)c3)ccc12,8.7,-0.4,3.0,4.2,-8.6,15.9,8.2,-14.4,-3.5
C=CCN(C(=O)CNC(=O)c1ccco1)C(C(=O)NC1CCCCC1)c1ccccc1 (configuration not stated),5.1,1.0,-0.4,-2.4,-4.4,8.2,5.5,1.4,1.6
COc1ccc(CCNC(=O)C2CCCN(S(=O)(=O)c3cnc[nH]3)C2)cc1OC (configuration not stated),12.4,-0.5,-3.1,2.3,0.0,0.7,-8.9,-9.7,2.4
COc1ccc(OC)c(NC(=O)NCc2ccc(F)cc2)c1,9.7,-0.5,12.4,1.5,-2.6,5.0,6.8,0.8,0.9
CCCC(=O)N=C1SC2CS(=O)(=O)CC2N1c1ccc(C(C)=O)cc1 (configuration not stated),1.3,-0.6,-7.8,-1.8,0.0,3.8,-3.4,6.9,-0.2
COc1cccc(Oc2ccc(OC)cc2C(=O)O)c1,-1.2,1.4,6.8,-6.5,-1.2,/,-6.9,11.0,-0.3
CCN(CC)S(=O)(=O)c1cc(NC(=O)C(C)N2CCN(Cc3ccc4c(c3)OCO4)CC2)ccc1C (configuration not stated),6.2,3.6,-49.1,2.1,-2.4,1.2,1.7,2.3,-3.4
CC(C)C(=O)Nc1cccc(C(=O)Nc2cc([N+](=O)[O-])ccc2F)c1,10.4,0.6,-29.5,4.3,-4.7,-0.1,-6.3,-20.2,-0.9
CSc1ccccc1C(=O)C1CCCN(C(=O)CCN2CCCO2)C1 (configuration not stated),0.5,-0.4,-5.1,-2.9,-1.6,-3.8,-6.5,-3.3,0.2
CC(=O)c1ccc(N(C(=O)Cc2c[nH]c3ccccc23)C(C(=O)NC2CCCCC2)c2cccs2)cc1 (configuration not stated),4.0,-0.8,4.2,4.1,-10.9,0.1,-6.3,-11.4,-2.0
Cc1cc(O)c(C=Nc2ccc(Cl)cn2)c(=O)o1,6.0,-1.5,5.8,-0.2,-8.3,-1.0,3.3,-6.8,2.2
O=C(NP(=O)(N1CCOCC1)N1CCOCC1)C1=C(N2CCOCC2)/C(=C\c2ccccc2)CC1,7.8,0.6,5.0,1.1,0.8,3.4,-3.1,-3.6,1.0
O=C(c1ccccc1)c1nc2c(n1O)CCCCC2,6.6,-2.0,5.1,-0.4,-4.2,-2.6,-3.0,1.3,0.5
CCOc1ccc(OCc2ccc(C(=O)Nc3ccc(Cl)cn3)o2)cc1,3.5,2.4,-39.2,-0.3,5.4,8.2,-10.3,-1.0,0.1
CCN1CCCC1CNC(=O)CSCc1nc(-c2ccccc2C)oc1C (configuration not stated),3.5,-1.3,5.2,4.1,-1.3,5.3,-18.9,5.9,-0.9
O=C(NCCc1ccccn1)c1cc(-c2ccc(Cl)c(Cl)c2Cl)nc2ccccc12,6.9,2.3,-26.0,1.0,-7.1,2.8,-14.6,-9.6,-4.4
COc1cc(C(=O)NCC(=O)N/N=C/c2ccccn2)cc(OC)c1OC,9.1,-0.9,14.2,0.3,-4.3,3.1,0.8,3.9,1.2
CCn1c(SCC(=O)NCc2ccc3c(c2)OCO3)nnc1-c1ccncc1,-0.3,1.4,-1.0,-4.5,-5.1,-1.3,-4.6,-16.1,2.6
NC(=O)c1c(NC(=O)c2cccs2)sc2c1CCCCCC2,6.2,-0.4,-5.5,0.6,-10.0,3.8,17.2,-19.8,-8.1
CCc1ccc(N2C(=O)C3NN=C(C(=O)OCc4ccccc4)C3C2=O)cc1 (configuration not stated),5.9,0.2,-10.9,-0.8,-7.9,6.4,7.7,-23.2,-1.0
Cc1ccc(NC(=S)Nn2cnnc2)cc1,2.7,1.1,-11.7,-0.4,-0.5,7.4,5.2,1.4,9.0
Brc1ccc(C2Nc3cccc4cccc(c34)N2)s1,6.6,1.0,-21.9,3.2,-2.0,-2.9,8.2,-12.5,-4.7
O=C1CCc2cc(S(=O)(=O)N3CCC(C(=O)NC4CCCC4)CC3)ccc2N1,4.2,-0.9,0.3,-3.5,-9.3,0.4,-9.4,-2.2,-1.5

# Reformatted tab-delimited: four of the compounds above.
canonical_smiles	BaF3 parental	S1P4 agonist	NPY-Y1 PAM-ag	Ba/F3 V617F tox	RBBP9 inhibitor	NPY Y1 blocker	NPY2 pot ag	S1P4 antag	Runt-CBFb FRET
CCOc1ccc(OCc2ccc(C(=O)Nc3ccc(Cl)cn3)o2)cc1	3.5	2.4	-39.2	-0.3	5.4	8.2	-10.3	-1.0	0.1
CCN1CCCC1CNC(=O)CSCc1nc(-c2ccccc2C)oc1C (configuration not stated)	3.5	-1.3	5.2	4.1	-1.3	5.3	-18.9	5.9	-0.9
O=C(NCCc1ccccn1)c1cc(-c2ccc(Cl)c(Cl)c2Cl)nc2ccccc12	6.9	2.3	-26.0	1.0	-7.1	2.8	-14.6	-9.6	-4.4
COc1cc(C(=O)NCC(=O)N/N=C/c2ccccn2)cc(OC)c1OC	9.1	-0.9	14.2	0.3	-4.3	3.1	0.8	3.9	1.2

# Going on with the list:
SMILES,BaF3 parental,S1P4 agonist,NPY-Y1 PAM-ag,Ba/F3 V617F tox,RBBP9 inhibitor,NPY Y1 blocker,NPY2 pot ag,S1P4 antag,Runt-CBFb FRET
COc1ccc(OC)c(S(=O)(=O)N(C)CC(=O)N2CCN(c3ccc(F)cc3)CC2)c1,2.1,-1.0,-13.7,-0.3,-7.4,-5.6,-2.7,-48.4,1.6
Cc1cccc(-c2noc(CCC(=O)Nc3ccc(C(N)=O)cc3)n2)c1,-5.5,0.9,24.2,-0.2,-7.6,/,-6.7,-4.5,-1.1
Cn1c(Oc2ccccc2)c(C=O)c2ccccc21,2.1,0.1,-12.4,-0.1,-7.0,-0.1,1.9,-1.5,-1.9
O=C1C(Cc2ccccc2)NC(=S)N1Cc1ccccc1 (configuration not stated),5.7,-0.1,23.7,-1.2,-5.4,-3.1,-0.9,8.0,/
COc1cc(/C=N\n2cnnc2)ccc1OCC(=O)Nc1ccc(C)cc1,-3.3,0.4,13.2,-4.6,4.1,-1.2,-6.9,-2.6,2.6
CCc1ccc2c(c1)c(N=NC1=NC(=O)CS1)c(O)n2C,12.1,1.5,10.5,6.5,7.5,-5.2,3.2,-4.6,-3.2
Oc1oc(-c2ccccc2Br)nc1/C=N/c1ccccn1,4.2,-0.4,1.4,0.3,-2.9,1.5,0.5,-2.2,-2.4
CC1(C)Cc2ccccc2C(N)=C1C#N,7.0,0.9,-1.6,1.6,-4.1,0.2,8.2,-6.0,-2.4
O=C(C1CCN(S(=O)(=O)N2CCC3(CC2)OCCO3)CC1)N1CCOCC1,5.6,0.0,-3.9,-1.6,-5.8,1.1,1.9,-4.3,-0.9
COc1ccc(-n2c(C)c([N+](=O)[O-])c3ccc(O)c(CN(C)C)c32)cc1,0.8,2.6,30.8,-0.9,-6.0,-2.5,11.9,-14.6,7.9
Cc1cccc2nc(-c3ccccc3)nc(N[C@@H](CO)c3ccccc3)c12,0.4,1.0,-30.5,-1.3,-2.2,-2.5,-10.3,-8.7,-1.3
CCc1nc(N=Nc2c(O)[nH]c3ccccc23)c2c3c(sc2n1)CCC3,-1.2,-0.2,0.8,-2.8,-0.8,0.8,7.8,-8.7,-9.2
COc1ccc(OC)c(NC(=O)Cn2c(=O)n(CC(=O)NCc3ccco3)c(=O)c3ccccc32)c1,8.3,0.1,-7.2,2.3,1.0,1.2,-2.0,3.2,0.3
Nc1c(C(=O)c2ccccc2)oc2ccc([N+](=O)[O-])cc12,2.6,0.7,4.1,-3.4,4.3,/,-8.0,-11.7,0.1
Cc1c(C(=O)NN2CCOCC2)oc2c1ccc1ccccc12,-0.2,1.3,14.8,-3.4,-2.8,4.6,-0.2,1.7,-1.8
COc1ccc(S(=O)(=O)Nc2cccnc2)cc1,-8.5,-0.5,10.2,-2.9,-0.5,/,-31.1,-2.8,1.6
COc1ccc(C(C)C)cc1S(=O)(=O)Nc1ccccn1,3.3,-1.9,5.3,-3.0,4.4,-1.8,7.0,-2.9,-0.3
CCOC(=O)N1CCC(N2Cc3cccc(C(=O)N4CCN(C5CCCCC5)CC4)c3C2=O)CC1,2.8,0.8,2.3,-1.6,-5.8,-1.6,10.7,-12.6,0.4
Cc1ccc(C2(C)NC(=O)N(CC(=O)NCc3cccs3)C2=O)cc1 (configuration not stated),6.0,0.0,3.3,0.1,-5.9,3.3,6.8,-18.2,-0.9
CC(=O)Nc1ccc(NC(=O)CC2Nc3cccc4cccc(c34)NC2=O)cc1 (configuration not stated),6.1,1.4,22.3,0.1,3.2,0.1,9.9,3.3,-1.1
Cc1noc(C)c1S(=O)(=O)N(C)Cc1ccccc1,-2.2,-0.8,3.5,-3.4,0.6,-3.7,5.2,-4.0,0.0
CC(C)Cn1c(NCCN(C)C)nc2c1c(=O)[nH]c(=O)n2C,2.4,2.1,15.5,3.2,-2.4,3.4,1.5,-1.5,-1.5
CC(C)CC(=O)Nc1ccccc1N1CCN(C(=O)c2ccccc2)CC1,0.1,-0.8,29.2,-0.4,-12.3,-3.4,-10.9,-3.6,-0.1
CC(=O)Nc1ccc(S(=O)(=O)NC2=C(N3CCN(Cc4ccccc4)CC3)C(=O)c3ccccc3C2=O)cc1,9.3,1.2,5.0,2.6,-8.7,-12.1,4.2,-4.4,1.5
CCn1c(Cc2ccccc2)nnc1SCC(=O)Nc1ccc(S(N)(=O)=O)cc1,-0.2,0.0,-7.9,-2.3,-6.2,8.1,-10.0,-0.2,0.6
Cc1cc(C)c2c(n1)sc1c(N3CCN(CCO)CC3)ncnc12,-0.7,2.1,-8.3,-0.5,-5.6,-1.4,-6.7,-21.6,0.1
Clc1cccc(C2CCN(Cc3nc(CC4CC4)no3)C2)c1 (configuration not stated),-2.6,-0.8,-2.9,-3.5,0.9,9.0,6.9,-13.9,0.0
COCC(C)NC(=O)c1ccc(N(C)C)cc1 (configuration not stated),4.0,1.2,-2.2,3.0,-5.0,2.5,3.7,-30.9,-0.5
CC1(/[N+]([O-])=C/c2ccc(Cl)cc2Cl)CCCCC1=O (configuration not stated),-1.5,0.1,5.2,0.8,-3.1,/,1.1,7.3,1.0
Cc1ccc(-c2nc(C3CCCN(S(=O)(=O)c4ccc(C(F)(F)F)cc4)C3)no2)cc1 (configuration not stated),8.8,0.4,13.0,-2.1,-3.7,2.9,0.0,-15.5,-1.1
COc1ccc(OC)c(-c2nc3cc4ccccc4cc3nc2-c2ccccc2)c1,5.2,1.2,-2.1,-2.6,-2.8,-4.4,2.6,-6.4,-53.5
COc1cc(/C=N/NC(=O)C2c3ccccc3Oc3ccccc32)ccc1O,3.2,0.8,34.6,1.4,8.4,-4.1,5.4,0.6,-0.4

# No enrichment for hits. About 3.6% of those tested had a hit in this group.
